ANO1 block – blocks the mouse calcium-activated chloride channel TMEM16A | normalized B-score (activity score, 25-100; higher = stronger inhibition) at 10 µM | actives 1.2% (n = 310,000) | Q8BHY3 | HEK293 TMEM16A/YFP iodide influx fluorescence, ionomycin;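 active = ratio plate-corrected score three or more library SD toward inhibition, starting fluorescence score within five deviations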;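 note: score derived from kinetic fluorescence span divided by baseline fluorescence per well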
TMEM16A act – activates or potentiates the mouse TMEM16A chloride channel | actives 0.3% (n = 340,000) | AID 623877 | HEK293 TMEM16A/YFP-H148Q/I152L, iodide quench fluorescence; stronger effect = lower value | Q8BHY3 | B-score at 10 µM;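 active = fluorescence-ratio B-score plate-corrected deviation score at least 3 library SD below zero, with starting fluorescence score within 5 deviations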;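 note: channel opened by trigger with iodide after compound preincubation; score built on the fluorescence ratio of max minus min over baseline; more negative score means more quench and so TMEM16A activation or potentiation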
KCNQ1 act – human KCNQ1 channel potentiation or activation | P51787 | CHO-K1 KCNQ1, thallium flux FluxOR fluorescence; stronger effect = higher value | B-score at 10 µM | actives 0.35% (n = 310,000) | AID 2648;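 active = fluorescence ratio B-score, a plate-corrected score, at least three library SD, with initial intensity B-score within 5 SD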
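Medium – assay buffer, equal DMSO in all wells · Material – CHO-K1 cell line with stable KCNQ1 potassium channel expression · Signal – kinetic FluxOR thallium fluorescence, 10-s 1-Hz baseline, 110-s post-stimulus read · Compound – single concentration per compound, DMSO matched to controls · Schedule – 37 °C overnight plating, 90-min dark dye load, 20-min compound pretreatment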
HDAC3 inh – inhibitors of human histone deacetylase 3; O15379; recombinant HDAC3, fluorogenic peptide/trypsin coupled, fluorescence; inhibition, % at 8.3 µM; actives 0.15% (n = 320,000); AID 2718; in the data active = inhibition above about 26%, passing the limit was not always enough
Target sequence (O15379 whole entry, looked up): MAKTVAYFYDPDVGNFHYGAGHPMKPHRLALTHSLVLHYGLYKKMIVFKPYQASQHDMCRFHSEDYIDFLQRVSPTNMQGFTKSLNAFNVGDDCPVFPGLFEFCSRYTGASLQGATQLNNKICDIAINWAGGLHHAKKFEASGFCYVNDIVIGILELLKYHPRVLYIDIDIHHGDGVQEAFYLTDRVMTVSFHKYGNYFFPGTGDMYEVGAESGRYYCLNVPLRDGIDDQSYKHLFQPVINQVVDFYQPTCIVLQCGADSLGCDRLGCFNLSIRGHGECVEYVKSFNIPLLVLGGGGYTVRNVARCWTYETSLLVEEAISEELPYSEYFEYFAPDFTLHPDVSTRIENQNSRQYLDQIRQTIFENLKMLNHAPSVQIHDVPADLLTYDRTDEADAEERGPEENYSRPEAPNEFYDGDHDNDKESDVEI
TRPC4 act – TRPC4 (mouse) channel activation. Q9QUQ5. HEK293 TRPC4beta/mu-opioid, Fluo4 calcium fluorescence; stronger effect = higher value. B-score at 10 µM. actives 0.49% (n = 310,000). AID 2237;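 active = B-score above 5 SD of library B-scores, and initial fluorescence ratio not above library mean plus 5 SD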;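 note: positive B-score marks a calcium rise read as TRPC4 activation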
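System: HEK293 cells stably co-expressing mouse TRPC4beta and mu-opioid receptor; Schedule: Fluo4 dye loading 45 min at room temperature, 110 s recording; Detection: Fluo4 fluorescence, kinetic; Evaluation: B-scored integrated calcium fluorescence ratio; Controls: buffer (low) and maximal DAMGO (high).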
Dyrk1A ADPGlo – blocks rat Dyrk1A kinase activity. ADP-Glo luminescence, NFATc1 peptide. inhibition, % at 12.5 µM. actives 0.43% (n = 310,000). AID 504441; in the data active = inhibition above about 50%;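 note: plate controls were vehicle with enzyme for no effect and no enzyme for full effect; many of its hits are not listed in these tables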
KCNK9 inh – inhibitors of human KCNK9 two-pore domain potassium channel; Q9NPC2; HEK293 KCNK9, FluxOR thallium flux fluorescence; stronger effect = lower value; B-score at 10 µM; actives 1.2% (n = 310,000); AID 488922;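 active = ratio B-score over 3 SD below the library mean, with starting fluorescence within 5 SD of its mean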;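 note: negative B-score means less thallium flux so channel inhibition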
Target sequence (Q9NPC2 whole entry, looked up, the tested form may be a part): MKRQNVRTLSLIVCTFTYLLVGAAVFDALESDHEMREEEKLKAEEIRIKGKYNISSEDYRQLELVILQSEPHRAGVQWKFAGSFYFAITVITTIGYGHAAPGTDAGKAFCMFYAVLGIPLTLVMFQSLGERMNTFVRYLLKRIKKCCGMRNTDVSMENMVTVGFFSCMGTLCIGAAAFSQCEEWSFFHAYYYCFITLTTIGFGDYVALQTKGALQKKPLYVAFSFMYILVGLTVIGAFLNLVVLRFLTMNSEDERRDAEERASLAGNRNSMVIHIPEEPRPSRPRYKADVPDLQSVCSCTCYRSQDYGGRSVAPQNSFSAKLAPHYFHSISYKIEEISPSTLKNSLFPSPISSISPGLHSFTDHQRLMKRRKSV
KCNQ1 block – human KCNQ1 channel inhibition | actives 1.3% (n = 310,000) | CHO-K1 KCNQ1, FluxOR thallium flux fluorescence; stronger effect = higher value | B-score at 10 µM | AID 2642 | P51787;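 active = compounds whose thallium flux B-score, printed positive for inhibition, exceeds three library SD while starting fluorescence stays within three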;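 note: channel opened by potassium depolarization with thallium stimulus after 20 min compound exposure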
TRPC4 PAM – TRPC4 (mouse) allosteric potentiation. Q9QUQ5. HEK293 TRPC4beta/mu-opioid, DAMGO EC20, Fluo-4 Ca2+ flux; stronger effect = higher value. B-score at 10 µM. actives 0.42% (n = 310,000);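 active = B-score of calcium response area above 5 SD of library B-scores, with initial fluorescence ratio within 5 SD of library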;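 note: B-score of integrated fluorescence ratio over time as area under calcium response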
hERG protect – shields human hERG channel from block by proarrhythmic agents | actives 0.51% (n = 310,000) | activation (rescue from dofetilide block), less the hit threshold, % at 10 µM | CHO-hERG, FluxOR thallium flux, dofetilide IC70 present | Q12809 | AID 1511;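 active = activation above the mean of controls blocked by dofetilide plus 5 SD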;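 note: thallium influx through hERG after potassium depolarization seen as dye fluorescence rise; in these data hits start at about 4.7%; inactives centre near -7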
KCNK3 block – human KCNK3 channel inhibition, primary screen; CHO-KCNK3 thallium flux, FluxOR fluorescence; stronger effect = lower value; B-score at 10 µM; actives 0.84% (n = 340,000); AID 602410;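 active = B-score under library mean minus 4 SD, starting fluorescence ratio at most library mean plus 5 SD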;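 note: more negative B-score means stronger inhibition of thallium flux through KCNK3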
Starred values were filed as active, the others as inactive; i = inactive; / = no result given. Some of the compounds tested; the hit share may differ from the screen's.

structure	ANO1 block	TMEM16A act	KCNQ1 act	HDAC3 inh	TRPC4 act	Dyrk1A ADPGlo	KCNK9 inh	KCNQ1 block	TRPC4 PAM	hERG protect	KCNK3 block
O=C(Nc1ccccc1C(=O)N1CCOCC1)c1ccc([N+](=O)[O-])cc1	i	i	i	-1	i	-1	i	i	i	-10	i
Cc1onc(-c2c(F)cccc2Cl)c1C(=O)N(Cc1ccccc1)C(C)C	i	i	i	1	i	4	i	i	i	-10	i
Cc1cnc(C(=O)Nc2ccc(S(=O)(=O)N(C(C)C)C(C)C)cc2)cn1	i	i	i	6	i	/	i	i	i	-11	i
CC(C)(C)NC(=O)NC(=O)CN1C(=O)NC(C)(c2ccccc2)C1=O (stereo not drawn)	i	i	i	-1	i	-5	i	i	i	-7	i
Cc1ccccc1NC(=O)c1ccccn1	i	i	i	/	i	5	i	i	i	-5	i
Fc1ccc(-c2ncc3ccccn23)cc1	i	i	i	-7	i	/	i	i	i	-12	i
Cc1nc2sc(C(c3ccco3)N3CCC4(CC3)OCCO4)c(O)n2n1 (stereo not drawn)	i	i	i	12	i	7	i	i	i	-3	i
COC(=O)c1ccc(/C=N/OCC(=O)NC2CCCC(C)C2C)cc1 (stereo not drawn)	i	i	i	4	i	5	i	i	i	-10	i
Cc1ccc(Oc2cc(NC(=O)CCCn3nc([N+](=O)[O-])cc3C)cc([N+](=O)[O-])c2)cc1	i	i	i	3	i	1	i	i	i	-14	i
COCCNC(=O)C1CC(c2ccccc2[N+](=O)[O-])=NO1 (stereo not drawn)	i	i	i	-4	i	6	i	i	i	-8	i
CC1CCCC(C)N1C(=O)CSc1nccc(=O)[nH]1 (stereo not drawn)	i	i	i	-8	i	-9	i	i	i	-3	i
COC(=O)Nc1ccc(S(=O)(=O)N2CCCCC2C(=O)O)cc1 (stereo not drawn)	i	i	i	-10	i	1	i	i	i	-17	i
CCN(CC)c1ccc2c(C)c(-c3ccc(N)cc3)c(=O)oc2c1	i	i	i	-18	i	13	i	i	i	-14	i
CCOc1cc(CNCCO)cc(Br)c1OCc1ccc(Cl)cc1	i	i	i	1	i	17	i	i	i	-23	i
O=C(Nc1ccc2c(c1)OCCO2)c1ccoc1	i	i	i	-4	i	/	i	i	i	-7	i
C=CCn1c(=O)c2ccccc2n2c(SCC(=O)N(C)C)nnc12	/	i	i	/	i	-3	i	i	i	-10	i
Cc1ccc(S(=O)(=O)Nc2cccc(C(=O)N3CCN(c4ccccc4O)CC3)c2)cc1F	i	i	i	13	i	3	i	i	i	-29	i
O=C(NCCc1ccccc1)C1CCCN(c2ncnc3c2nc2n3CCCCC2)C1 (stereo not drawn)	i	i	i	3	i	/	i	i	i	-10	i
COC(=O)CC1C(=O)NCCN1C(=O)Nc1ccc(Cl)cc1 (stereo not drawn)	i	i	i	-4	i	1	i	i	i	-3	i
Cc1ccsc1C(=O)OCC(=O)NCCNC(=O)COC(=O)c1sccc1C	i	i	i	-8	i	-1	i	i	i	-17	i
Cc1ccccc1C(=O)NCCNc1ccc([N+](=O)[O-])cc1	i	i	i	2	i	3	i	i	i	-11	i
COC(=O)COc1cc(OCC(=O)OC)c2c(C)c(Cl)c(=O)oc2c1	i	i	i	-4	i	/	i	i	i	-5	i
COc1ccc(CNc2ncnc3cc(Cl)ccc23)cc1OC	/	i	i	/	i	1	i	i	i	-5	i
COc1ccc(OC)c(-c2csc(NC(=O)CN3C(=O)C4CCCCC4C3=O)n2)c1 (stereo not drawn)	i	i	i	/	i	9	i	i	i	-8	i
O=C(NC1CC1)C1CCN(c2ncnc3c2sc2cccc(F)c23)CC1	i	i	i	-3	i	4	i	i	i	-4	i
Oc1cccc(/C=N/Nc2cccc3cccnc23)c1	/	i	i	/	i	6	i	i	i	-10	i
CC(=O)Nc1ccc(NC(=O)COC(=O)/C(=C/c2ccccc2)n2nnnc2C)cc1	i	i	i	1	i	2	i	i	i	-16	i
CC(=O)n1c2ccccc2c2nc(NC(C)C)sc21	i	i	i	5	i	9	i	i	i	-14	i
O=C(CSCc1ccccc1Cl)Nc1ccc2c(c1)OCCO2	i	i	i	2	i	/	i	i	i	-17	i
CC1CN(C(=O)c2ccn(C)n2)CC(C)O1 (stereo not drawn)	i	i	i	/	i	2	i	i	i	-9	i
CCCc1ccc(C(=O)CCC(=O)O)cc1	i	i	i	-3	i	-7	i	i	i	-2	i
CC1=Nc2cc(C(=O)NCCCN3CCOCC3)ccc2Sc2c(C)ccc(C)c21	i	i	i	2	i	1	i	i	i	-7	i
COc1c(Br)cc(C(N)=O)cc1OCc1ccccc1	i	i	i	6	i	-1	i	i	i	-14	i
Cc1ccc(O)c(-c2cc(C(=O)Nc3cccnc3)[nH]n2)c1	i	i	i	16	i	-8	i	i	i	-6	i
O=C(N/N=C/c1c[nH]c2ccccc12)C1CC(=O)N(c2ccccc2)C1 (stereo not drawn)	i	i	i	1	i	9	i	i	i	-5	i
COc1cc(Cl)c(C)cc1NC(=O)CN1CCCCCC1	i	i	i	0	i	4	i	i	i	-5	i
COC(=O)COc1ccc(/C=N/NC(=O)c2ccc(N(Cc3ccccc3)S(C)(=O)=O)cc2)cc1	i	i	i	1	i	1	i	i	i	-8	i
Cc1ccc(-c2[nH]ncc2CNCCc2cnn(-c3ccccc3)c2)cc1C	i	i	i	/	i	12	i	i	i	-17	i
Cc1cccc(N(CC(=O)N=Nc2c(O)[nH]c3ccccc23)S(C)(=O)=O)c1C	i	i	i	2	i	11	i	i	i	-25	i
COc1ccc2c(=O)c3c(=O)n(Cc4ccco4)c(C(C)C)nc3oc2c1	i	i	i	-1	i	20	i	i	i	-3	i
O=C(NCCc1ccc(Cl)cc1)C1CC(=O)N(C2CCCCC2)C1 (stereo not drawn)	i	i	i	-3	i	3	i	i	i	-8	i
CCC/C(C)=N\Nc1nc2c(c(=O)n(C)c(=O)n2C)n1C	i	i	i	3	i	/	i	i	i	-3	i
CC(=O)N1CCCc2cc(S(=O)(=O)N3CCCC(C(=O)N4CCN(c5ccccc5)CC4)C3)ccc21 (stereo not drawn)	i	i	i	-2	i	/	i	i	i	-14	i
Cc1cccc(-n2nnnc2SCn2nnc3ccccc3c2=O)c1	i	i	i	2	i	3	i	i	i	-3	i
COCCCN1C(=O)c2ccc(C(=O)Nc3ccc(OC)cc3)cc2C1=O	i	i	i	-10	i	-1	i	i	i	-7	i
O=C(O)CCCCCNS(=O)(=O)c1c(Cl)cccc1Cl	i	i	i	-2	i	-3	i	i	i	-8	i
O=C(Nc1ccccc1C(=O)N1CCCCCC1)c1ccccc1Cl	i	i	i	/	i	-4	i	i	i	-8	i
COc1ccc(C(C)=O)cc1COC(=O)Cc1cc(OC)c(OC)c(OC)c1	i	i	i	-1	i	-4	i	i	i	-10	i
Cc1sc2ncnc(N3CCN(C(=O)c4ccco4)CC3)c2c1C	i	i	i	2	i	47	i	i	i	-9	i
CCOC(=O)C(=CNc1ncccc1C)C(=O)OCC	i	i	i	4	i	/	i	i	i	-8	i
O=C1CC(=O)N(c2ccccc2)N1c1ccccc1	i	i	i	-8	i	0	i	i	i	-6	i
O=C(c1c(F)c(F)c(F)c(F)c1F)N1CCN(c2cccc(C(F)(F)F)c2)CC1	i	i	i	7	i	7	i	i	i	-14	i
C=CCn1c(-c2cccc(S(=O)(=O)N(CC)CC)c2)n[nH]c1=S	i	i	i	-9	i	6	i	i	i	-5	i
Cc1cc(=O)[nH]c(SCC(=O)c2ccc(F)c(C)c2)n1	i	i	i	-4	i	4	i	i	i	-2	i
O=C(NCc1ccccc1Cl)C1CCCN(S(=O)(=O)c2cccc3nonc23)C1 (stereo not drawn)	i	i	i	11	i	-5	i	i	i	-3	i
ClCC1NCC(c2ccccc2Cl)c2c1[nH]c1ccccc21 (stereo not drawn)	i	i	i	8	i	2	i	i	i	-13	i
COc1ccc2[nH]c(C)c(CCNc3ccc(C(F)(F)F)cc3[N+](=O)[O-])c2c1	i	i	i	13	i	6	i	i	i	-7	i
CC(c1ccccc1)n1c(-c2ccc(C(C)(C)C)cc2)n[nH]c1=S (stereo not drawn)	i	i	i	7	i	/	i	i	i	-6	i
COc1ccc(N2CCN(c3oc(-c4ccccc4OC)nc3C#N)CC2)cc1	i	i	i	-13	i	-2	i	i	i	-10	i
O=C(CSc1nnnn1-c1cccc(F)c1)Nc1nc2ccccc2s1	i	i	i	0	i	-6	i	i	i	3	i

2 compounds picked at random from those above, as already listed:
structure	ANO1 block	TMEM16A act	KCNQ1 act	HDAC3 inh	TRPC4 act	Dyrk1A ADPGlo	KCNK9 inh	KCNQ1 block	TRPC4 PAM	hERG protect	KCNK3 block
O=C(CSc1nnnn1-c1cccc(F)c1)Nc1nc2ccccc2s1	i	i	i	0	i	-6	i	i	i	3	i
C=CCn1c(-c2cccc(S(=O)(=O)N(CC)CC)c2)n[nH]c1=S	i	i	i	-9	i	6	i	i	i	-5	i

Continuation.
structure	ANO1 block	TMEM16A act	KCNQ1 act	HDAC3 inh	TRPC4 act	Dyrk1A ADPGlo	KCNK9 inh	KCNQ1 block	TRPC4 PAM	hERG protect	KCNK3 block
O=C(Nc1ccc(F)cc1)N1CCC(c2nc3c(nnn3Cc3cccc(Cl)c3)c(=O)[nH]2)CC1	i	i	/	-6	/	1	/	/	/	/	i
O=C(NCc1ccco1)C1CCC(N2C(=O)c3ccccc3C2=O)CC1 (stereo not drawn)	i	i	i	-1	i	-8	i	i	i	0	i
CC(=O)NS(=O)(=O)c1ccc(NS(=O)(=O)c2ccc(F)cc2)cc1	i	i	i	3	i	-1	i	i	i	-7	i
CC(=O)Nc1ccc(S(=O)(=O)Nc2nc3ccccc3nc2-n2ccc(=NC(=O)c3ccccc3)cc2)cc1	i	i	i	8	i	/	i	i	i	-15	i
COc1ccc(S(=O)(=O)NCCN2CCOCC2)cc1[N+](=O)[O-]	i	i	i	2	i	-3	i	i	i	-7	i
Cc1nn(-c2ccccc2Cl)c(Cl)c1/C=N/Nc1cccc(C(=O)O)c1	i	i	i	5	i	3	i	i	i	-5	i
COc1cccc(NC(=O)CSc2nnc(NC(=O)c3ccco3)s2)c1	i	i	i	5	i	-3	i	i	i	-11	i
Cc1nc2c(C(=O)NCCc3ccccc3)c[nH]n2c(=O)c1Cl	i	i	i	3	i	35	i	i	i	-1	i
